Screening results as filed in PubChem.
HT1080 IDH1KD tx – HT-1080 IDH1 knockdown cell toxicity (counter line). HT-1080 IDH1 knockdown viability, ATP luminescence, 48 h. Potency, µM (top dose mostly 46.1 µM), for the others: at the highest dose activity, negative = toxicity, hits mostly cytotoxic. actives 2% (n = 360,000);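 note: 0% = DMSO wells and -100% = cell-free medium wells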
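Luminescent ATP read-out (CellTiter-Glo, 10 min at room temperature) after 48 h compound exposure at 37 °C gave viability of IDH1-knockdown HT-1080 cells. Activity was normalised to DMSO and cell-free wells, then fitted as concentration-response curves.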
GLP1R inv ag – GLP-1 receptor (human) inverse agonism. Potency, µM (doses to about 38.3 µM), for inactives: at the top dose activity change, negative = inhibition, most hits filed as inhibitors. P43220. actives 1.6% (n = 410,000). HEK293 GLP-1R CRE-luciferase, luminescence, 24 h; GLP-1R form is constitutively active. AID 624417; note: % is set by controls: 0 for no effect and ±100 for the full control effect; nearly all actives have a fitted effect of over 55% in size
Target sequence (P43220 whole entry, looked up): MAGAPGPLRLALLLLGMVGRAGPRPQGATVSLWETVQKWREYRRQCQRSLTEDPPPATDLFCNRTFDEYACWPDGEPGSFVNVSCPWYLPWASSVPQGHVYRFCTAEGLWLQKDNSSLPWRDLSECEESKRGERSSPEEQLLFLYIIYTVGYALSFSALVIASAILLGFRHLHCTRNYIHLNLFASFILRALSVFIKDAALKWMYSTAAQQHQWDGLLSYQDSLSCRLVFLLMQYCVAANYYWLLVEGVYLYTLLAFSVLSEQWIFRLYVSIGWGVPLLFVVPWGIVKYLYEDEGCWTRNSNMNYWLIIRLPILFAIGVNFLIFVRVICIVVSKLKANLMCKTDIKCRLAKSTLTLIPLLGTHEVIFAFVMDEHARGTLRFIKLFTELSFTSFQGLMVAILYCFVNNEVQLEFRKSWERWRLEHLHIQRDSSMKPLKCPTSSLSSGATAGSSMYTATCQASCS
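Inverse agonism was detected as reduced cAMP-driven luciferase luminescence after 24 h compound treatment. The cells were HEK293 clones expressing constitutively active human GLP-1R with the reporter. Reporter-only and GPR119 cell lines served as counterscreen controls.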
TDP43 rescue – TDP-43 toxicity inhibition in yeast | Potency, µM (highest dose often 46.1 µM), for the others: at the highest dose growth rescue (activation), actives largely listed as activators | TDP-43 expressing yeast growth rescue, BacTiter-Glo, 24 h | actives 1.8% (n = 410,000) | AID 652104; note: % of control where 0% means no effect; nearly all actives have a fitted effect of over 50% in size
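Luminescence from BacTiter-Glo reports growth of TDP-43-expressing yeast after 24 hr at 30 deg C with compound. Cells were raffinose-pregrown to mid-log, then seeded in galactose medium at OD600=0.02.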
SW480 rereplic – DNA re-replication induction in SW480 cells; SW480 DNA re-replication, Hoechst DNA content imaging, 48 h; Potency, µM (highest dose often 46.1 µM), without a hit: top-dose re-replication activation, most hits filed as activators; actives 1.8% (n = 340,000); note: % of control where 0% means no effect; nearly all actives have a fitted effect of over 55% in size
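250 cells/well; 23 nL cpd via pin tool; 48 hr, 37 C, 5% CO2; Hoechst 40 min; imager read of total nuclear intensity, ex 405/em 500-530 nm.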
GLP1R ag – GLP-1 receptor (human) agonism | P43220 | HEK293 GLP-1R CRE-luciferase, luminescence, 4-6 h; cells express a hypersensitive GLP-1R form | Potency, µM (series often up to 45.6 µM), without a hit: at the top dose activation, usual class: activators | actives 0.007% (n = 380,000); note: % of control where 0% means no effect
KB-3-1 tox – kills parental KB-3-1 adenocarcinoma cells; KB-3-1 viability, CellTiter-Glo ATP luminescence, 72 h; Potency, µM (highest dose often 46.1 µM), for inactives: top-dose activity change, negative = cytotoxic, usual class: cytotoxic; actives 1.4% (n = 400,000); note: % is set by controls: 0 for no effect and ±100 for the full control effect; nearly all actives have a fitted effect of over 60% in size
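KB-3-1 parental drug-naive adenocarcinoma cells in DMEM/10% FBS, incubated 72 h at 37 C with pin-transferred compounds across a concentration series. Viability by CellTiter-Glo luminescence; concentration-response curves fitted after normalization.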
HEK293 tox – cytotoxicity counter-screen for GLP-1 receptor inverse agonists | actives 0.13% (n = 410,000) | AID 624418 | HEK293 cAMP-luciferase reporter cells, luminescence, 24 h | Potency, µM (highest dose often 38.3 µM), without a hit: top-dose activity change, negative = inhibition, most hits filed as inhibitors;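 note: loss of luciferase light is scored as toxicity; % is set by controls: 0 for no effect and ±100 for the full control effect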
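Quantitative HTS format, 1536 wells, 200 cells/uL seeded. Compounds: 23 nL, 24 h, 37 °C. Detection: luciferase reagent, luminescence at 12 min RT; decreased signal taken as cytotoxic.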
KB-V1 MDR tox – KB-V1 MDR subline cytotoxicity; KB-V1 MDR cells viability, CellTiter-Glo, 72 h; Potency, µM (titrated, usually from 46.1 µM), without a hit: top-dose activity change, negative = cytotoxicity, most hits filed as cytotoxic; actives 3.4% (n = 400,000); AID 1347076; note: % is set by controls: 0 for no effect and ±100 for the full control effect; nearly all actives have a fitted effect of over 60% in size
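Following 72 h at 37 degrees C with compound, KB-V1 cell viability was read by CellTiter-Glo luminescence, medium being phenol-red-free DMEM plus 10% FBS; concentration-response parameters came from normalized, curve-fitted qHTS data.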
HT1080-NT tox – kills 2HG-producing HT-1080-NT fibrosarcoma cells | actives 1.6% (n = 360,000) | AID 686970 | HT-1080-NT fibrosarcoma viability, CellTiter-Glo ATP luminescence, 48 h | Potency, µM (highest dose often 46.1 µM), for inactives: top-dose activity, negative = less viability, most hits filed as cytotoxic;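 note: NT is the 2HG producing partner of a matched IDH1 knockdown line; 0% = DMSO-treated cells and -100% = media-only wells without cells; nearly all actives have a fitted effect of over 55% in size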
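Viability of the 2HG-overproducing fibrosarcoma line after 48 hours of compound exposure at 37 degrees C was determined by luminescence with CellTiter-Glo, and concentration-effect curves were then fitted and categorized.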
* hit, by the source's call; ? = inconclusive; . = no result given; [ ] = remark or other dose. Calls come from the whole dose curve; as a rule, active = well fitted curve in the direction sought with a large enough effect; inconclusive = small, poorly fitted or top-dose-only effect, or another doubt; inactive = no such curve, though single readings can be large; an effect the other way counts as inactive or inconclusive. Potency is the fitted concentration of half-maximal effect.

SMILES	HT1080 IDH1KD tx	GLP1R inv ag	TDP43 rescue	SW480 rereplic	GLP1R ag	KB-3-1 tox	HEK293 tox	KB-V1 MDR tox	HT1080-NT tox
Cc1ccc(C2CC(c3ccccc3)=NN2c2ccccc2)o1 (stereo not given)	9%	?	-6%	15µM*	3%	0%	73%[activator]	-3%	12%
OCCN1CCN(CC(O)COCC2COc3ccccc3O2)CC1 (stereo not given)	24%	15%	-13%[1.82 µM]	4%	9%	8%	10%	22%	0%
CCCn1c(=O)c2[nH]cnc2n(-c2ccc(Cl)cc2)c1=O	-2%	67%[activator]	8%	-11%	6%	4%	6%	15%	3%
N#CC1C=Cc2c(ccc3ccccc23)N1C(=O)c1ccccc1 (stereo not given)	?	0%	25%	3.7µM*	4%	0.46µM*	?	0%	1.8µM*
COc1ccc(NC(=O)C2CCN(c3cc(-c4ccccc4)nc4ncnn34)CC2)cc1OC	?	55%[activator]	-10%	19%	1%	?	-7%	?	?
COc1ccc(N2CCN(Cc3nc4c(c(=O)[nH]c(=O)n4C)n3CCCc3ccccc3)CC2)cc1	-22%	118%[activator]	0%	?	29%	-12%	14%	?	?
COc1ccc(NC2CC(=O)N(C)C2=O)cc1 (stereo not given)	8%	16%	-10%	-14%	-5%	-2%	2%	20%	-1%
O=C(CN1CCN(Cc2ccccc2Cl)C1=O)NCc1ccccc1Cl	.	?	25%	.	1%	1%	-5%	-13%	.
COc1ccc(CN2CCN(C(=O)c3ccc(S(=O)(=O)NCc4ccco4)cc3)CC2)cc1F	-19%	-27%	0%	-8%	-8%	?	11%	-22%	-8%
Cc1c(NC(=O)C(C)(C)Oc2ccc(Cl)cc2)cccc1-c1nc2ncccc2o1	.	?	?	.	-12%	7%	-12%	-3%	.
COc1cc(-c2nc(CCNC(=O)c3ccco3)cs2)cc(OC)c1OC	-27%	8%	5%	-10%	7%	-4%	-14%	-15%	-16%
O=C(Nc1ccccc1N1CCOCC1)c1cccc(Oc2ccccc2)c1	-25%	?	18%	-1%	16%	-15%	3%	?	-24%
C=CCc1ccc(OCCCOc2ccc(C(=O)O)cc2)c(OC)c1	-11%	5%[7.66 µM]	15%[9.22 µM]	-1%	0%	-6%	15%[7.66 µM]	22%	-1%
Cc1c(C(=O)c2ccccc2)c2ccccn2c1CCC#N	2%	6%	-2%	?	-3%	-5%	1%	-16%	-3%
O=C(O)c1cc(-c2ccncc2)nc2ccc(S(=O)(=O)N3CCOCC3)cc12	22%	0%	-19%	1%	11%	4%	6%	9%	6%
CN(C)CCCN1C(=O)C(=O)/C(=C(/O)c2ccncc2)C1c1cccc(Br)c1 (stereo not given)	3%	41%[activator]	-10%	1%	5%	13%	4%	18%	2%
COc1ccc(NC(=O)N(CCN2CCCC2)Cc2cc3cc(OC)c(OC)cc3[nH]c2=O)cc1	-10%	0%	-11%	2%	-2%	-6%	-4%	?	-5%
Cc1nn(-c2ccccc2)c(C)c1NC(=O)COC(=O)c1ccc(NC(=O)CC#N)cc1	3%	24%	9%	-1%	8%	2%	11%	4%	2%
N#Cc1ccccc1NC(=S)NC(=O)C1CCC1	3%	24%	25%	-2%	-2%	0%	-8%	1%	11%
CSc1cccc(NC(=O)c2ccco2)c1	10%	-9%	-8%	-18%	-6%	0%	-19%	7%	10%
COc1ccccc1Nc1nc(-c2cccc(N3C(=O)c4ccccc4C3=O)c2)cs1	19%	12%	-7%	-9%	11%	12%	-8%	-8%	?
O=C(COc1ccc(S(=O)(=O)NCc2ccccc2)cc1Cl)NCC1CCCO1 (stereo not given)	-7%	3%	-15%	-1%	2%	7%	3%	?	4%
CCOC(=O)[C@]12CCC=C1N(Cc1ccc3c(c1)OCO3)C(=O)[C@H](CC(=O)NCc1ccccc1)C2	23µM*	-40%	1%	.	-3%	14%	-9%	-3%	-13%
CCOc1cc(/C=N/O)ccc1OCc1ccc(F)cc1	-3%	?	?	-1%	?	9%	2%	-9%	-10%
CSc1ccc(CN(C)C(=O)c2cccc(S(=O)(=O)N3CCN(Cc4ccccc4)CC3)c2)cc1	-18%	11µM*	16%	4%	7%	?	-12%	?	?
CCS(=O)(=O)n1nc(-c2ccc(Cl)cc2)nc1SC	0%	0%	16µM*	-4%	-3%	1%	11%	6%	9%
Nc1nc(-c2cc(-c3ccccc3)no2)cs1	-13%	-14%	4%	-15%	16%	-15%	2%	3%	-13%
Nc1cc(N)nc(SCc2cccnc2)n1	10%	6%	-9%	-5%	7%	-1%	0%	-2%	0%
COc1ccccc1CNC(=O)C(=O)NCC1OCCCN1S(=O)(=O)c1ccc(F)cc1C (stereo not given)	9%	-11%	14%	-1%	9%	3%	0%	?	6%
O=C(Nc1ccc2oc(=O)ccc2c1)c1cc2ccccc2o1	16%	58%[activator]	25%	4%	-5%	15%	-7%	3%	19%

Part of the list above in a different format.
| SMILES | HT1080 IDH1KD tx | GLP1R inv ag | TDP43 rescue | SW480 rereplic | GLP1R ag | KB-3-1 tox | HEK293 tox | KB-V1 MDR tox | HT1080-NT tox |
| --- | --- | --- | --- | --- | --- | --- | --- | --- | --- |
| COc1ccc(N2CCN(Cc3nc4c(c(=O)[nH]c(=O)n4C)n3CCCc3ccccc3)CC2)cc1 | -22% | 118%[activator] | 0% | ? | 29% | -12% | 14% | ? | ? |
| COc1ccc(NC2CC(=O)N(C)C2=O)cc1 (stereo not given) | 8% | 16% | -10% | -14% | -5% | -2% | 2% | 20% | -1% |
| O=C(CN1CCN(Cc2ccccc2Cl)C1=O)NCc1ccccc1Cl | . | ? | 25% | . | 1% | 1% | -5% | -13% | . |
| COc1ccc(CN2CCN(C(=O)c3ccc(S(=O)(=O)NCc4ccco4)cc3)CC2)cc1F | -19% | -27% | 0% | -8% | -8% | ? | 11% | -22% | -8% |
| Cc1c(NC(=O)C(C)(C)Oc2ccc(Cl)cc2)cccc1-c1nc2ncccc2o1 | . | ? | ? | . | -12% | 7% | -12% | -3% | . |
| COc1cc(-c2nc(CCNC(=O)c3ccco3)cs2)cc(OC)c1OC | -27% | 8% | 5% | -10% | 7% | -4% | -14% | -15% | -16% |
| O=C(Nc1ccccc1N1CCOCC1)c1cccc(Oc2ccccc2)c1 | -25% | ? | 18% | -1% | 16% | -15% | 3% | ? | -24% |
| C=CCc1ccc(OCCCOc2ccc(C(=O)O)cc2)c(OC)c1 | -11% | 5%[7.66 µM] | 15%[9.22 µM] | -1% | 0% | -6% | 15%[7.66 µM] | 22% | -1% |
| Cc1c(C(=O)c2ccccc2)c2ccccn2c1CCC#N | 2% | 6% | -2% | ? | -3% | -5% | 1% | -16% | -3% |

(more compounds)
SMILES	HT1080 IDH1KD tx	GLP1R inv ag	TDP43 rescue	SW480 rereplic	GLP1R ag	KB-3-1 tox	HEK293 tox	KB-V1 MDR tox	HT1080-NT tox
Cc1ccsc1/C=N/N=C1\C(=O)Nc2ccccc21	2%	50%[activator]	13%	-18%	27%	16%	-25%	-21%	1%
COc1ccc(N2CSC3=C(C#N)C(c4cc(OC)c(OC)cc4OC)CC(=O)N3C2)c(OC)c1 (stereo not given)	-3%	18%	5%	-5%	5%	12%	-15%	-8%	-11%
C[C@@H](NC(=O)c1nc[nH]c1C(=O)NCC(=O)OCc1ccccc1)c1ccccc1	9%	8%	30%	1%	3%	15%	-9%	-1%	3%
O=C(NC1CCCC1)c1cc(-c2ccccc2)nc2ccccc12	7%	?	0%	-1%	5%	-14%	-6%	?	7%
Cc1ccc(Nc2nc3ccccc3o2)cc1F	-21%	?	18%	?	2%	3%	-18%	2%	-26%
Cc1ccc(-c2nc(C#N)c(N3CCC(C)CC3)o2)cc1	3%	?	7%	-1%	22%	2%	21%	-3%	10%
CCCCN1C(=O)CC(Nc2ccc(CC)cc2)C1=O (stereo not given)	7%	-9%	7%	28%	-10%	1%	-17%	-15%	5%
Nc1cc(=O)nc(SCC(=O)N(C2CCCCC2)C2CCCCC2)n1-c1ccccc1	-16%	0%	-14%	1%	-5%	-2%	-28%	-3%	3%
CCOCc1nnc(NC(=O)c2cc(OC)cc(OC)c2)s1	2%	5%	20%	-24%	-3%	7%	5%	-2%	19%
Cc1nc(C)n(CC(O)COc2ccc3c(c2)CCC3)n1 (stereo not given)	0%	-20%	1%	0%	0%	12%	1%	9%	0%
O=C(CSc1nnc(-c2cccs2)n1-c1ccccc1)NCC1CCCO1 (stereo not given)	4%	1%	-3%	-3%	-7%	12%	1%	-11%	4%
COC(=O)c1ccccc1NC(=O)C1CCN(C(=O)N2CC(C)Oc3ccccc32)CC1 (stereo not given)	.	-1%	?	.	.	2%	4%	-11%	.
CCc1ccccc1NC(=O)NNC(=O)c1ccc2ccccc2c1O	0%	6%	-10%	2%	-5%	8%	1%	-4%	8%
COc1ccc(Nc2nc(N3CCOCC3)nc(N3CCOCC3)n2)cc1Cl	-10%	?	16µM*	2%	-7%	-4%	19%	?	20%
O=C(CC1N=C2c3ccccc3N=C(SCc3ccccc3Cl)N2C1=O)NCc1cccs1 (stereo not given)	.	-28%	25%	.	.	-2%	53%[activator]	0%	.
OC(CN1CCN(c2ccc(F)cc2)CC1)c1ccc(Cl)cc1 (stereo not given)	8%	?	0%	-5%	15%	2%	3%	8%	5%
COc1cc(CNCCO)ccc1OC1CCCC1	4%	?	-11%	0%	-1%	0%	-20%	-26%	8%
O=C(O)CC(=O)Nc1ccc(Oc2ccc(C(F)(F)F)cn2)c(Cl)c1	0%	-10%	-12%	10%	-1%	-4%	0%	-1%	-4%
